Bioassay records from PubChem.
NPR1 activator = GC-A stimulated cGMP production enhancers – HEK293 GC-A cells, cGMP TR-FRET, EC30 ANP, primary screen; actives 0.14% (n = 370,000); 0% at EC30 ANP, 100% saturating ANP; activation, % at 10 µM; Atrial natriuretic peptide receptor 1 (Homo sapiens), P16066; in the data active = activation above about 40%
hgDAF12 agonist = H. glycines DAF-12 receptor agonists, primary screen, cell-based, luminescence, HEK293, GAL4 fusion, UAS-luciferase; HEK293 GAL4-hgDAF12 UAS-luciferase reporter, agonist luminescence; normalized to butyrate control; activation, % at 6.8 µM; actives 1.8% (n = 370,000); AID 687014, 2013;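 active = activation above a cutoff set at the mean of all screened compounds plus 3 SD, cut at about 10% in these data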;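 also: 0% = DMSO wells and 100% = sodium butyrate wells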
ADAM10 inh = human ADAM10 inhibitors, primary screen, biochemical, QFRET, HTS | actives 0.62% (n = 370,000) | AID 720582, 2013 | recombinant ADAM10, EDANS/DABCYL FRET peptide cleavage, 3 h | inhibition, % at 7 µM | Disintegrin and metalloproteinase domain-containing protein 10 (Homo sapiens), O14672;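 active = inhibition above a per-campaign cutoff equal to the mean of compounds falling between control-based bounds plus 3 SD, cut at about 20% in these data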;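 also: 0% = DMSO wells while the 100% control is not disclosed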
Target sequence (O14672 214-748 limits assumed): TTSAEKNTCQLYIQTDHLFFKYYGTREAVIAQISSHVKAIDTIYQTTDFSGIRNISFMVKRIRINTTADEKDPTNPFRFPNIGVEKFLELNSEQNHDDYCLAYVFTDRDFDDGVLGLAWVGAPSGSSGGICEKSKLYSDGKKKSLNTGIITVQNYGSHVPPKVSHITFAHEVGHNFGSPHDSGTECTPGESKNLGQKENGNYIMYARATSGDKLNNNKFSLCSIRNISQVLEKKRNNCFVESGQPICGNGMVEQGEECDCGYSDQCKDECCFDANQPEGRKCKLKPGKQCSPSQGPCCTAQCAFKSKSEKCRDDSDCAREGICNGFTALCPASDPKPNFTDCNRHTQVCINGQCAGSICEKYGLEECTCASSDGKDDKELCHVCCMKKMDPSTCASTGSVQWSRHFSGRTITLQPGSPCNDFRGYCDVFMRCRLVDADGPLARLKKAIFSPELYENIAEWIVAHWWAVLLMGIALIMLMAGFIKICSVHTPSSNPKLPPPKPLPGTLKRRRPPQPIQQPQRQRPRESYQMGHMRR
FXN GAA850 act = FXN promoter activators, primary screen, cell-based, luciferase luminescence, HEK293 lucGAA850. HEK293 lucGAA850 FXN promoter luciferase reporter, 24 h; percent of 10 µM SAHA response. activation, % at 6 µM. actives 0.56% (n = 360,000);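 active = activation above the average of all compounds screened plus 3 SD, cutoff fixed separately per campaign, cut at about 7.5% in these data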;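 also: 0% = DMSO wells and 100% = 10 µM SAHA wells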
ssDAF12 agonist = S. stercoralis DAF-12 nuclear receptor activators, primary screen, cell-based, luminescence, HEK293, GRIP1 co-expression, lit1-tk-luc | HEK293 ssDAF-12/GRIP1 lit1-tk-luc reporter; % of 3 µM dafachronic acid response | activation, % at 6.8 µM | actives 1% (n = 370,000);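 active = activation above the mean over all tested compounds plus 3 SD, cut at about 0.9% in these data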;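 also: 0% = DMSO-only wells and 100% = 3 µM delta7-dafachronic acid wells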
DAX1 inh-1 = DAX1 (NR0B1) inhibitors on StAR promoter, primary screen, cell-based, luminescence, SF-1 (NR5A1), full-length DAX-1 | HEK293T StAR-luciferase reporter, SF-1/DAX-1 repression relief | inhibition, % at 6.8 µM | actives 1.1% (n = 370,000) | AID 652010, 2013;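 active = inhibition above the mean over all tested compounds plus 3 SD, cut at about 3.6% in these data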;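 also: 0% = DAX-1 cells with DMSO and 100% = cells lacking DAX-1 with DMSO; higher inhibition means more luminescence from relief of DAX-1 repression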
PG9 Ab binder = binders of HIV-1 gp120 antibody PG9, primary screen, biochemical, TR-FRET. HIV-1 gp120 / PG9 antibody interaction. TR-FRET gp120-PG9 antibody binding. inhibition, % at 6.7 µM. actives 0.43% (n = 360,000). AID 624416, 2012; in the data active = inhibition above about 8.5%
hcDAF12 agonist = H. contortus DAF-12 nuclear receptor activators, primary screen, cell-based, luminescence, HEK293, lit1-tk-luc reporter | HEK293 hcDAF-12 lit1-tk-luc reporter; 0% DMSO, 100% Δ7-dafachronic acid | AID 652067, 2013 | activation, % at 6.8 µM | actives 1.4% (n = 370,000);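 active = activation above the mean of all tested compounds plus 3 SD, cut at about 5.5% in these data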;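 also: 100% = response to 3 µM Δ7-dafachronic acid high control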
ADAM17 inh = ADAM17 inhibitors, primary screen, biochemical, QFRET | inhibition, % at 6.95 µM | Disintegrin and metalloproteinase domain-containing protein 17 (Homo sapiens), P78536 | AID 720648, 2013 | actives 0.83% (n = 370,000) | recombinant ADAM17, EDANS/DABCYL FRET peptide cleavage;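 active = inhibition above the mean of compounds lying between control limits plus 3 SD, set per campaign, cut at about 8.5% in these data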;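 also: 0% = DMSO-only wells as the low control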
DAX1 inh-2 = DAX1 (NR0B1) inhibitors, primary screen, cell-based, HEK293, Gal4-DAX1, luciferase luminescence. AID 504766, 2011. inhibition, % at 6.75 µM. HEK293 Gal4-DAX1 luciferase reporter. Nuclear receptor subfamily 0 group B member 1 (Homo sapiens), P51843. actives 0.99% (n = 340,000);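 active = inhibition above the mean over all tested compounds plus 3 SD, cut at about 4.2% in these data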;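 also: 0% = DAX1-transfected cells with DMSO and 100% = empty-vector control cells with DMSO; inhibition shows as a rise in luminescence from relieved DAX1 repression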
Target sequence (P51843 207-470 limits assumed): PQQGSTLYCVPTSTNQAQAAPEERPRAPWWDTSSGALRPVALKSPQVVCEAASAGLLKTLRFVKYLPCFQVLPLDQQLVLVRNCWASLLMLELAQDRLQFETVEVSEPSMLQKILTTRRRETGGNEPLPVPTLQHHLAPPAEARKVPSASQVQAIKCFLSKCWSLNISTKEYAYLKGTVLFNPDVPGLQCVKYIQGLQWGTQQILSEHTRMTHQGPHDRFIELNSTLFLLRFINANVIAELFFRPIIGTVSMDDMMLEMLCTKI
SMARCA2 activ = SMARCA2 (BRM) function activators, primary screen, cell-based, luminescence, high throughput | MG213 cells, MMTV-luciferase reporter, dexamethasone, overnight | activation, % at 9.1 µM | actives 1% (n = 370,000); in the data active = activation above about 7.8%;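 also: 0% = vehicle wells and 100% = reference activator wells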
The depositor's hits bear a star; i = inactive; . = not tested or not shown.

SMILES	NPR1 activator	hgDAF12 agonist	ADAM10 inh	FXN GAA850 act	ssDAF12 agonist	DAX1 inh-1	PG9 Ab binder	hcDAF12 agonist	ADAM17 inh	DAX1 inh-2	SMARCA2 activ
COc1ccc(CN(Cc2cccnc2)S(=O)(=O)c2ccc(-n3cnnn3)c(OC)c2)cc1	-1.1	0.6	-1.2	-1.6	-1.1	-0.7	0.1	1.4	0.7	-1.1	-0.3
CC#CCOC(=O)c1c(C)nc2sc3c(c2c1N)CCC(O)C3 (stereo not drawn)	6.2	3.3	-207.7	0.8	-2.1	-2.0	0.0	-3.5	-59.0	-2.0	-4.1
COC(=O)[C@@]1(C)[C@H]2C(=O)N(Cc3ccccc3)C(=O)[C@H]2[C@H]2CN(C)C(=NC3CCCCC3)N21	-2.0	0.2	6.6	-0.3	-0.9	0.9	1.1	-0.6	1.0	-0.8	0.4
CC(C)n1nc(C(=O)Nc2cccc(S(=O)(=O)N3CCOCC3)c2)c2ccccc2c1=O	2.0	0.3	-6.9	3.5	0.2	-0.2	-1.3	0.7	-2.3	0.9	0.8
Cc1sc(NC(=O)CSc2nnc(C)c(=O)[nH]2)c(C#N)c1C	1.2	2.0	10.7	2.4	-1.5	0.1	0.7	3.0	-4.1	0.6	-1.4
CC(=O)Nc1ccc(C(=O)OCc2ccc(Br)cc2)cc1	-5.8	0.7	4.3	2.8	-0.5	-0.6	-1.0	-3.0	3.5	-0.7	-0.6
CCn1c(SCC(=O)Nc2ccc(C(=O)OC)cc2)nnc1-c1cccc(Cl)c1	-4.1	-2.7	4.3	.	-1.6	-2.0	.	-2.6	3.6	.	-5.4
O=C(OCC(=O)N1CCc2ccccc2C1)c1ccc(O)cc1	2.4	-0.7	-10.4	1.8	-1.5	0.1	0.9	-0.9	-4.3	1.3	1.3
COc1cc(C(=O)NCC(=O)OCC(=O)c2ccc[nH]2)cc(OC)c1OC	-3.3	-0.3	-0.6	-1.2	-1.2	-0.1	-1.3	0.6	-3.8	2.6	-0.6
O=C(CSc1nnc(-c2cccs2)o1)OCc1ccccc1	15.0	0.0	-8.4	3.3	-1.4	-0.1	0.4	-1.0	-2.1	0.3	-2.1
CCN(CC)S(=O)(=O)c1ccc(C(=O)NCc2ccc3c(c2)cc(C)n3C)cc1	-1.5	1.8	6.7	0.5	-1.1	-0.5	-5.8	1.7	-3.2	-1.1	-2.9
OCCN1CCN(c2nc(-c3ccccc3)c3cc(Br)ccc3n2)CC1	-6.3	-7.3	-159.5	2.0	-0.5	0.6	8.7*	-2.2	-50.8	-0.6	-1.6
CC(C)c1ccc(CN(C(=O)/C=C/c2ccco2)C2CCS(=O)(=O)C2)cc1 (stereo not drawn)	4.0	0.1	-13.3	0.3	-1.2	-0.1	0.1	-0.2	-0.9	1.2	-3.1
CCc1ccc(S(=O)(=O)NCCc2csc(-c3cccnc3)n2)s1	0.2	-1.8	-15.4	1.1	-1.3	-0.5	0.8	-1.8	-1.7	3.9	-1.7
CCSc1nnc(NC(=O)Cn2cnc3ccccc3c2=O)s1	-1.0	-2.2	2.2	1.8	-1.0	0.1	-1.1	-0.3	-1.2	-0.1	-1.1

Record cards, from the list above:
Record of Cc1sc(NC(=O)CSc2nnc(C)c(=O)[nH]2)c(C#N)c1C : NPR1 activator = 1.2; hgDAF12 agonist = 2.0; ADAM10 inh = 10.7; FXN GAA850 act = 2.4; ssDAF12 agonist = -1.5; DAX1 inh-1 = 0.1; PG9 Ab binder = 0.7; hcDAF12 agonist = 3.0; ADAM17 inh = -4.1; DAX1 inh-2 = 0.6; SMARCA2 activ = -1.4
Record of CCn1c(SCC(=O)Nc2ccc(C(=O)OC)cc2)nnc1-c1cccc(Cl)c1 : NPR1 activator = -4.1; hgDAF12 agonist = -2.7; ADAM10 inh = 4.3; FXN GAA850 act = .; ssDAF12 agonist = -1.6; DAX1 inh-1 = -2.0; PG9 Ab binder = .; hcDAF12 agonist = -2.6; ADAM17 inh = 3.6; DAX1 inh-2 = .; SMARCA2 activ = -5.4

Additional records follow:
SMILES	NPR1 activator	hgDAF12 agonist	ADAM10 inh	FXN GAA850 act	ssDAF12 agonist	DAX1 inh-1	PG9 Ab binder	hcDAF12 agonist	ADAM17 inh	DAX1 inh-2	SMARCA2 activ
CC(=O)OCC(=O)[C@@]1(OC(C)=O)[C@@H](C)C[C@H]2[C@@H]3C[C@H](F)C4=CC(=O)C=C[C@]4(C)[C@@]3(F)[C@@H](O)C[C@@]21C	-7.0	-3.8	5.9	-0.2	-1.9	1.8	-2.7	-2.0	1.7	0.2	-6.1
Cc1n[nH]c(=O)c2c(NC(=O)CSc3nnc(-c4ccco4)n3C)oc(C)c12	0.0	-0.4	-13.8	-0.7	-1.4	0.0	-2.3	-0.9	-2.5	-0.6	-0.5
Cc1cc2c(cc1S(=O)(=O)CCC(=O)Nc1cccc(C(F)(F)F)c1)OCC(=O)N2	2.5	-0.5	-7.2	0.1	-1.3	0.2	-0.3	-2.2	-2.0	1.1	-2.8
COc1cc(-c2nnc(-c3cc(-c4ccccc4)nc4ccccc34)o2)cc(OC)c1OC	-0.1	0.4	7.7	1.4	1.2*	0.5	-1.7	1.2	-4.5	2.2	-4.2
COc1ccc(S(=O)(=O)N2CCCCC2)cc1NC(=O)CN1C(=O)NC(C)(C2CC2)C1=O (stereo not drawn)	0.8	-0.6	-14.7	-0.9	-1.2	-0.2	0.4	-1.1	-5.7	0.4	-1.0
CC(=O)c1cnc2c(-c3ccccc3)c(C(F)(F)F)nn2c1C	-5.2	-4.3	-8.1	3.8	-1.6	0.7	-0.7	-1.3	-3.4	1.6	-2.1
COC(=O)C1=CN(Cc2ccc(OC)c(OC)c2)C=C(C(=O)OC)C1c1ccc(O)cc1	1.5	-2.4	i	-0.9	-1.2	-0.6	2.1	-1.6	-451.4	1.7	-2.1
COC(=O)[C@H](C)NC(=O)Nc1ccc(OC)c(OC)c1	2.6	3.1	3.4	0.9	-0.9	-0.1	-0.6	-1.7	-3.2	-0.5	1.7
CCOC(=O)N1CCN(S(=O)(=O)c2ccc(C(=O)Nc3nc4ccccc4s3)cc2)CC1	-12.7	-0.7	-7.3	-1.5	-0.8	0.2	6.6	2.4	2.0	0.2	-2.4
O=C(COc1ccccc1F)NNC(=O)c1ccc2c(=O)n3c(nc2c1)CCC3	2.8	0.0	0.7	-0.9	-0.5	-0.5	1.4	-1.3	0.2	3.7	-2.1
O=C1/C(=C/c2cccs2)SC(=S)N1N1CCOCC1	3.1	-1.7	9.6	1.8	-1.3	-0.2	-1.6	1.0	-3.2	-1.1	-0.5
Fc1cccc(CN2CCCCCCC2)c1	-3.0	-1.1	2.0	-0.4	-1.2	0.1	1.3	0.4	-4.7	-0.2	-2.4
COc1ccc(C)cc1N1CC(C(=O)Nc2cccc(C(=O)NC3CC3)c2)CC1=O (stereo not drawn)	-3.0	0.1	-8.7	0.8	-1.2	-1.1	-2.4	-0.5	-4.8	0.6	-3.5
C=CCN(C(=O)Cc1cccs1)c1nc(-c2ccc(S(C)(=O)=O)cc2)cs1	-2.4	0.9	-10.9	-0.3	-1.0	-0.5	0.7	-0.7	-3.2	-1.3	-3.8
Cc1cccc(C)c1NC(=S)N(CCCN1CCOCC1)Cc1cccnc1	-1.1	1.6	-2.3	-1.2	-0.2	-0.2	0.1	-0.6	-4.3	1.6	0.5
CC(C)C(=O)Nc1ccc(NC(=O)c2ccc([N+](=O)[O-])cc2Cl)cc1	1.9	-2.5	-91.8	0.2	-1.0	-0.2	0.0	-2.7	0.1	-0.4	3.1
C/C(=N/NS(=O)(=O)c1cc(C)ccc1C)c1c[nH]c2ccccc12	-3.9	1.5	-12.0	-1.0	0.3	0.5	-2.3	3.0	-2.1	-1.0	-2.9
Cn1nccc1NC(=O)CC(CC(=O)O)c1ccccc1 (stereo not drawn)	2.4	-1.8	6.1	1.5	-2.0	0.9	-1.4	-2.4	2.5	0.0	0.0
CN(C(=O)Cn1nc(C(=O)O)c2ccccc2c1=O)c1ccccc1	-0.8	-0.6	1.2	-0.9	-0.7	0.1	-1.2	-1.2	-4.2	2.6	-0.4
COc1ccc(CCNC(=O)c2coc(=O)c(Br)c2)cc1	7.7	1.5	-395.5	.	-0.5	0.3	-1.8	2.2	-158.1	.	28.5*
CC(Sc1nc2ccccc2c(=O)n1CC1CCCO1)C(=O)N(C)c1ccccc1 (stereo not drawn)	-4.6	-2.2	-3.3	-0.2	-1.2	-2.9	0.8	-2.2	-0.4	-1.2	0.3
COc1cccc(/C=C2\CC3(OC(=O)c4cccc(F)c4)CCCN2C3)c1 (stereo not drawn)	0.8	-2.5	-4.5	.	-0.9	0.0	.	1.5	2.8	.	-3.3
Cc1onc(-c2ccccc2)c1C(=O)N1CCCC(C(F)(F)F)C1 (stereo not drawn)	1.8	4.7	-0.6	0.8	-1.1	-1.5	1.0	-2.2	-2.9	0.6	-2.0
COc1ccc(CCn2c(N)cc(=O)[nH]c2=S)cc1OC	-0.5	-0.4	4.8	2.2	-1.0	0.9	-2.0	-1.4	-2.5	-1.2	2.7
O=C(Cc1c(Cl)cccc1Cl)OCC(=O)N1CCc2ccccc2C1	-2.0	3.8	13.1	-0.5	-0.7	0.3	-2.7	1.5	0.5	-0.3	-1.4
CC(C)C(=O)Nc1nc2c(c(=O)[nH]1)CCCC2	3.3	-0.2	-5.4	0.4	-0.7	-0.1	-0.2	0.7	-3.3	.	-0.5
Cc1c(Cl)cccc1NC(=O)C1=COCCO1	-6.0	0.7	4.6	0.3	-0.8	2.2	-1.2	-1.0	1.4	1.4	4.3
CC(C)n1cc(CN2CCCC(C(=O)Nc3ccccc3Oc3cccnc3)C2)cn1 (stereo not drawn)	3.0	0.1	-13.8	0.1	-0.7	-0.3	-1.4	2.0	-4.2	0.3	-1.1
CC(=O)NC1=NN(C(C)=O)C(C)(CS(=O)(=O)c2ccc(C)c(C)c2)S1 (stereo not drawn)	-0.6	-5.6	0.7	0.9	-1.7	0.3	0.1	-0.9	-1.5	-0.1	-1.6
COc1ccccc1-c1cnc(C(O)c2ccc(Cl)cc2)[nH]1 (stereo not drawn)	0.6	-3.7	-6.5	-0.6	-1.8	0.7	-1.0	-1.9	-2.4	.	-2.5
COc1ccc(S(=O)(=O)NCc2nc3nc(C)cc(C)n3n2)cc1	-2.8	-0.1	-8.7	0.7	-0.7	0.8	-2.3	-0.3	0.7	0.5	-3.7
Cc1nc2c(C(=O)N3CCN(c4ccccn4)CC3)cnn2c(C)c1Cc1cccc(Cl)c1	-3.2	-0.6	-9.4	2.8	-1.5	0.6	0.2	0.5	-2.5	0.6	-3.8
